IDH1 R132H inh: inhibitors of human IDH1 R132H. O75874. IDH1 R132H reductase, diaphorase/resazurin fluorescence, 60 min. inhibition, % at 10 µM. 0.18% of 70,000 active; in the data active = inhibition above about 34%;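 also: 0% = DMSO and 100% = no enzyme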
EZH2 inh: inhibitors of human EZH2/PRC2 methyltransferase | Q15910 | PRC2 H3K27 methylation, DELFIA TRF, 1 h | inhibition, % at 12.5 µM | 0.35% of 57,000 active;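 active = mean inhibition of replicates at least 50% and every single replicate also reaching 50%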;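 also: dimethyl H3K27 on biotinylated H3 21-44 peptide detected by antibody; plate controls were median neutral control wells for no effect and median positive control wells for full effect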
Target sequence (Q15910 whole entry, looked up): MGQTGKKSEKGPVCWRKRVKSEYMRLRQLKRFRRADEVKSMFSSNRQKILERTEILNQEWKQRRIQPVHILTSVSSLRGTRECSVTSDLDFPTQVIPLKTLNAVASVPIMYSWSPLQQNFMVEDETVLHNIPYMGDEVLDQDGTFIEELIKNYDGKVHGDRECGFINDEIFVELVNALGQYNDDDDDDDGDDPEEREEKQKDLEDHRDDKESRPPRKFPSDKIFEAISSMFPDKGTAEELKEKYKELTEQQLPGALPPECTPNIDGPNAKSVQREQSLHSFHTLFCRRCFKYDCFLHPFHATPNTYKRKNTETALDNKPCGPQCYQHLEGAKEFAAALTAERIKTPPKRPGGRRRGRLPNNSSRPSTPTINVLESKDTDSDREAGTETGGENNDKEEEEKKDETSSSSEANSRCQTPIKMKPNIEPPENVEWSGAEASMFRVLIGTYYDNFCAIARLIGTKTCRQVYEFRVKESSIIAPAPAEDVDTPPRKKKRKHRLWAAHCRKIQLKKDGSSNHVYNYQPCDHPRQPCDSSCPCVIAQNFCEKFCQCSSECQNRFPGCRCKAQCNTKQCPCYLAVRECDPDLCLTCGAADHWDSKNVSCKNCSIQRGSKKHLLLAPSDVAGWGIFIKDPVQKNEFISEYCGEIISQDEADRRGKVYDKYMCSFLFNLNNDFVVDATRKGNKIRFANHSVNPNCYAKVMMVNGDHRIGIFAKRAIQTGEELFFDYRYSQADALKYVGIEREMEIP
* hit, by the source's call; . = no result given.

SMILES	IDH1 R132H inh	EZH2 inh
C[C@@H]1CN([C@H](C)CO)C(=O)c2cc(NS(=O)(=O)c3cccs3)ccc2O[C@@H](C)CCCCO[C@@H]1CN(C)C(=O)c1ccccc1	0.0	.
CC(=O)N(C)C[C@H]1Oc2cc(C#CC(C)C)ccc2S(=O)(=O)N([C@H](C)CO)C[C@@H]1C	0.3	-2
C[C@@H]1CN([C@H](C)CO)C(=O)c2cc(-c3ccc(F)cc3)cnc2O[C@H]1CN(C)Cc1cncnc1	-2.8	6
COc1ccc(-c2cnc3c(c2)C(=O)N([C@H](C)CO)C[C@@H](C)[C@@H](CN(C)C(=O)C2CC2)O3)cc1	.	-16
Cc1ccc(S(=O)(=O)N(C)C[C@H]2OCCCC[C@H](C)Oc3ccc(NC(=O)Nc4c(C)noc4C)cc3C(=O)N([C@H](C)CO)C[C@H]2C)cc1	-2.3	.
O=C(C[C@H]1C[C@H]2c3cc(NC(=O)Nc4ccccc4F)ccc3O[C@H]2[C@H](CO)O1)NCc1ccncc1	0.7	8
Cc1noc(C)c1NC(=O)Nc1ccc2c(c1)C(=O)N([C@H](C)CO)C[C@H](C)[C@@H](CN(C)Cc1ccc(C(F)(F)F)cc1)OCCCC[C@@H](C)O2	1.5	.
C[C@@H]1CN([C@@H](C)CO)S(=O)(=O)c2ccc(-c3ccc(C#N)cc3)cc2O[C@H]1CN(C)C(=O)CN(C)C	2.0	-1
C[C@@H]1CCCCO[C@H](CN(C)Cc2ccccc2)[C@H](C)CN([C@H](C)CO)C(=O)c2cc(N(C)C)ccc2O1	0.2	-9
CCCN(C)C[C@@H]1Oc2cc(C#Cc3ccccn3)ccc2S(=O)(=O)N([C@H](C)CO)C[C@@H]1C	-2.0	-9
Cn1c(Cc2cccs2)nnc1SCC(=O)N1CCc2ccccc21	0.5	.
Cc1noc(C)c1NC(=O)N[C@H]1CC[C@H](CC(=O)N2CCCCC2)O[C@H]1CO	0.4	7
COc1ccc(S(=O)(=O)N(C)C[C@@H]2Oc3c(NC(=O)c4nc5ccccc5s4)cccc3C(=O)N([C@@H](C)CO)C[C@@H]2C)cc1	-6.2	.
C[C@@H]1CN([C@@H](C)CO)C(=O)Cc2cc(NS(=O)(=O)c3ccccc3)ccc2O[C@H]1CN(C)C(=O)Nc1ccc(C(F)(F)F)cc1	0.0	.
C[C@@H]1CN([C@H](C)CO)C(=O)c2cc(C#CCc3ccccc3)cnc2O[C@@H]1CN(C)C(=O)C1CCC1	-0.3	.

Of the compounds above, these contain two or more sulfur atoms.
SMILES	IDH1 R132H inh	EZH2 inh
C[C@@H]1CN([C@H](C)CO)C(=O)c2cc(NS(=O)(=O)c3cccs3)ccc2O[C@@H](C)CCCCO[C@@H]1CN(C)C(=O)c1ccccc1	0.0	.
Cn1c(Cc2cccs2)nnc1SCC(=O)N1CCc2ccccc21	0.5	.
COc1ccc(S(=O)(=O)N(C)C[C@@H]2Oc3c(NC(=O)c4nc5ccccc5s4)cccc3C(=O)N([C@@H](C)CO)C[C@@H]2C)cc1	-6.2	.

Next part:
SMILES	IDH1 R132H inh	EZH2 inh
CCCN1C(=O)C(NS(=O)(=O)c2ccc(N)cc2)(C(F)(F)F)C(C(=O)OC)=C1C (stereo unspecified)	-0.7	-1
O=C(NCC[C@@H]1CC[C@@H](NC(=O)c2ccccc2F)[C@@H](CO)O1)c1cnccn1	0.0	2
CC(C)NC(=O)Nc1ccc2c(c1)C(=O)N([C@@H](C)CO)C[C@@H](C)[C@H](CN(C)S(=O)(=O)c1ccccc1)OCCCC[C@H](C)O2	-1.0	.
CCC(=O)Nc1ccc2c(c1)C(=O)N(C)C[C@H](OC)[C@@H](C)CN(CC1CC1)[C@@H](C)CO2	0.1	2
C[C@@H]1CN([C@@H](C)CO)C(=O)c2cc(NC(=O)C3CC3)ccc2O[C@H]1CN(C)S(=O)(=O)c1cccs1	-1.1	.
C[C@@H]1CN([C@H](C)CO)C(=O)c2ccccc2-c2ccccc2CO[C@H]1CN(C)C(=O)C1CC1	-0.3	-15
COc1cccc(NC(=O)CNS(=O)(=O)c2cc(Cl)ccc2Cl)c1	1.0	-4
COCC(=O)N(C)C[C@H]1Oc2cc(C#C[C@H](C)O)ccc2S(=O)(=O)N([C@H](C)CO)C[C@H]1C	-4.9	-4
C[C@@H]1CN([C@@H](C)CO)C(=O)c2cc(NS(=O)(=O)c3ccccc3)ccc2O[C@@H]1CN(C)S(=O)(=O)c1ccc(Cl)cc1	-0.4	.
C[C@@H]1CN([C@H](C)CO)C(=O)Cc2cc(NC(=O)CCN3CCOCC3)ccc2O[C@@H]1CN(C)Cc1ccc(C(=O)Nc2ccccc2N)cc1	.	-4
C[C@@H]1CN([C@H](C)CO)C(=O)c2cc(NC(=O)Nc3cccc4ccccc34)ccc2O[C@@H](C)CCCCO[C@H]1CN(C)Cc1ccc(Cl)c(Cl)c1	1.3	.
C[C@@H]1CN([C@H](C)CO)C(=O)CCCn2cc(nn2)CO[C@H]1CN(C)Cc1ccc(-c2ccccc2)cc1	-0.2	-1
C[C@H]1CN([C@@H](C)CO)C(=O)c2cccc(NS(=O)(=O)c3cn(C)cn3)c2O[C@@H]1CN(C)CC1CCCCC1	2.6	-2
C[C@@H]1CN([C@@H](C)CO)C(=O)c2cc(NC(=O)NC3CCCCC3)ccc2O[C@H]1CN(C)C(=O)Nc1ccc(C(F)(F)F)cc1	0.6	-18
O=C(CC1CC1)N[C@@H]1CC[C@H](CCNS(=O)(=O)c2ccc(F)cc2)O[C@@H]1CO	-0.4	24

Shown comma-delimited: entries from further up.
SMILES,IDH1 R132H inh,EZH2 inh
C[C@@H]1CN([C@H](C)CO)C(=O)CCCn2cc(nn2)CO[C@H]1CN(C)Cc1ccc(-c2ccccc2)cc1,-0.2,-1
C[C@H]1CN([C@@H](C)CO)C(=O)c2cccc(NS(=O)(=O)c3cn(C)cn3)c2O[C@@H]1CN(C)CC1CCCCC1,2.6,-2

Returning to the listing; the 3 compounds before the break are reprinted first.
SMILES	IDH1 R132H inh	EZH2 inh
C[C@H]1CN([C@@H](C)CO)C(=O)c2cccc(NS(=O)(=O)c3cn(C)cn3)c2O[C@@H]1CN(C)CC1CCCCC1	2.6	-2
C[C@@H]1CN([C@@H](C)CO)C(=O)c2cc(NC(=O)NC3CCCCC3)ccc2O[C@H]1CN(C)C(=O)Nc1ccc(C(F)(F)F)cc1	0.6	-18
O=C(CC1CC1)N[C@@H]1CC[C@H](CCNS(=O)(=O)c2ccc(F)cc2)O[C@@H]1CO	-0.4	24
C[C@@H]1CN([C@@H](C)CO)C(=O)Cc2cc(NS(C)(=O)=O)ccc2O[C@H]1CN(C)S(=O)(=O)c1ccccc1	-0.2	.
O=C(C[C@@H]1C=C[C@@H](NC(=O)c2cccnc2)[C@H](CO)O1)NCc1ccc(Cl)c(Cl)c1	0.2	4
Cc1ccccc1/C=N/NC(=O)CCCCCCC(=O)O	0.1	7
C[C@H](CO)N1C[C@H](C)[C@@H](CN(C)Cc2ccc(Cl)c(Cl)c2)Oc2ccc(NS(=O)(=O)c3ccccc3)cc2CC1=O	0.5	-6
CC(C)NC(=O)N[C@@H]1C=C[C@@H](CC(=O)NCCN2CCCC2)O[C@H]1CO	0.1	1
Cc1noc(C)c1NC(=O)Nc1ccc2c(c1)CC(=O)N([C@@H](C)CO)C[C@H](C)[C@H](CN(C)Cc1ccc(C(F)(F)F)cc1)O2	-8.6	-1
O=C(CCN1CCCCC1)NCC[C@@H]1CC[C@H](NS(=O)(=O)c2cccc(F)c2)[C@H](CO)O1	0.2	-2
O=C(Nc1ccc(Cl)c(Cl)c1)N[C@@H]1CC[C@H](CCNC(=O)c2ccc(F)cc2)O[C@@H]1CO	0.0	-4
CO[C@H]1CN(C)C(=O)c2ccc(NC(=O)Nc3cccc(F)c3)cc2OC[C@@H](C)N(C(C)=O)C[C@H]1C	-0.4	0
O=C(Nc1sc2c(c1C(=O)NCc1cccnc1)CCCCC2)c1ccccc1	0.2	-3
COc1ccc(-c2ccc3c(c2)O[C@H](CN(C)C)[C@H](C)CN([C@@H](C)CO)S3(=O)=O)cc1	-0.1	-7
Cc1ccc(S(=O)(=O)N(C)C[C@H]2OCCCC[C@@H](C)Oc3ccc(NS(=O)(=O)c4ccc(F)cc4)cc3C(=O)N([C@H](C)CO)C[C@H]2C)cc1	-1.1	.
CCOC(=O)c1ccc(NC(=O)CN2c3cccc4cccc(c34)S2(=O)=O)cc1	-0.2	9
CC(C)C[C@@H](/C=C/S(C)(=O)=O)NC(=O)[C@H](CC(C)C)NC(=O)[C@H](CC(C)C)NC(=O)OCc1ccccc1	0.5	-3
COCC(=O)N(C)C[C@H]1Oc2cc(C3=CCCC3)ccc2S(=O)(=O)N([C@@H](C)CO)C[C@H]1C	2.5	4

Taken from above.
Result for C[C@H](CO)N1C[C@H](C)[C@@H](CN(C)Cc2ccc(Cl)c(Cl)c2)Oc2ccc(NS(=O)(=O)c3ccccc3)cc2CC1=O under EZH2 inh: -6
Result for CCOC(=O)c1ccc(NC(=O)CN2c3cccc4cccc(c34)S2(=O)=O)cc1 under EZH2 inh: 9

(cont.)
SMILES	IDH1 R132H inh	EZH2 inh
C[C@H](CO)N1C[C@H](C)[C@@H](CN(C)S(=O)(=O)c2ccccc2)Oc2ccc(NS(C)(=O)=O)cc2CC1=O	1.1	.
CCCC(=O)Nc1ccc2c(c1)C(=O)N(C)C[C@H](OC)[C@@H](C)CN(Cc1cccc(F)c1)[C@@H](C)CO2	0.0	-10
CNC[C@@H]1Oc2c(NS(=O)(=O)c3ccc(Cl)cc3)cccc2C(=O)N([C@H](C)CO)C[C@@H]1C	1.0	.
COc1ccc(/C=N/NC(=O)CCCCCCC(=O)NO)cc1OC	.	-16
C[C@@H]1CN([C@@H](C)CO)C(=O)c2cc(NS(=O)(=O)c3cccs3)ccc2O[C@@H](C)CCCCO[C@H]1CN(C)C(=O)CCC(F)(F)F	-0.2	.
C[C@@H]1CN([C@@H](C)CO)C(=O)c2cccc(NC(=O)Nc3ccc(F)cc3)c2O[C@H]1CN(C)Cc1ccc2c(c1)OCO2	.	-2
Cc1ccc(S(=O)(=O)N(C)C[C@H]2Oc3ncc(-c4ccncc4)cc3C(=O)N([C@H](C)CO)C[C@H]2C)cc1	-0.2	.
COc1ccccc1NC(=O)CNC(=O)c1ccc([N+](=O)[O-])cc1	0.1	-10
O=S(=O)(N[C@H]1CC[C@H](CCn2cc(C3(O)CCCC3)nn2)O[C@@H]1CO)c1ccc(F)cc1	0.3	11
CC(C)C#Cc1ccc2c(c1)O[C@@H](CN(C)C(=O)NC(C)C)[C@@H](C)CN([C@H](C)CO)S2(=O)=O	-0.4	.
C[C@@H]1CN([C@@H](C)CO)C(=O)c2cc(C#Cc3ccccc3)cnc2O[C@H]1CN(C)C(=O)c1ccccn1	-3.9	-1
C[C@@H]1CN([C@H](C)CO)C(=O)c2cc(NS(=O)(=O)c3ccccc3)ccc2O[C@H]1CN(C)C(=O)Nc1cccc2ccccc12	-0.5	7
Cc1ccc(S(=O)(=O)NCC[C@H]2CC[C@H](NS(=O)(=O)c3ccccc3Cl)[C@@H](CO)O2)cc1	-0.1	11
C[C@@H]1CN([C@H](C)CO)S(=O)(=O)c2ccc(C3=CCCCC3)cc2O[C@@H]1CN(C)S(=O)(=O)c1ccc(F)cc1	.	31
C[C@@H]1CCCCO[C@H](CN(C)S(=O)(=O)c2cn(C)cn2)[C@@H](C)CN([C@H](C)CO)C(=O)c2cc(NS(=O)(=O)c3cccs3)ccc2O1	-9.3	.
CN1CCC(=C2c3ccccc3Sc3ccccc32)CC1	-0.2	.
C[C@H]1CN([C@@H](C)CO)C(=O)Cc2cc(NS(=O)(=O)c3ccc(Cl)cc3)ccc2O[C@H]1CN(C)C(=O)Nc1ccc2c(c1)OCO2	0.1	.
CCOC(=O)c1ccc(COC(=O)c2cc3ccccc3cc2O)o1	0.0	34
C[C@@H]1CCCCO[C@@H](CN(C)C)[C@H](C)CN([C@H](C)CO)C(=O)c2cc(NC(=O)C3CCCCC3)ccc2O1	0.7	13
Cc1ccc(S(=O)(=O)Nc2ccc3c(c2)C(=O)N([C@H](C)CO)C[C@@H](C)[C@@H](CN(C)Cc2ccc(C(F)(F)F)cc2)O3)cc1	0.0	.
O=C(CSc1nnc(-c2cccnc2)n1-c1ccccc1)Nc1ccc(Oc2ccccc2)cc1	0.2	27
C[C@@H]1CN([C@H](C)CO)C(=O)c2cc(-c3ccccc3)cnc2O[C@@H]1CN(C)C(=O)c1ccccn1	-0.2	.
O=C(Cc1ccccn1)N[C@H]1CC[C@H](CCNC(=O)c2cc(Cl)cc(Cl)c2)O[C@H]1CO	-0.1	-6
CCOC(=O)C1=C[C@]2(CC)CCCN3CCc4c(n1c1ccccc41)[C@@H]32	0.0	.
C[C@@H]1CN([C@H](C)CO)C(=O)c2cccc(NC(=O)Nc3cccc4ccccc34)c2O[C@@H]1CN(C)S(C)(=O)=O	-5.8	-1
C[C@@H]1CN([C@@H](C)CO)C(=O)c2cc(C#CCN(C)C)cnc2O[C@H]1CN(C)C(=O)c1ccc2c(c1)OCO2	-12	11
COc1ccc(-c2cnc3c(c2)C(=O)N([C@@H](C)CO)C[C@@H](C)[C@@H](CN(C)C(=O)CN(C)C)O3)cc1	-2.2	-16
Cc1ccc(-c2ccc3c(c2)O[C@H](CN(C)C(=O)C2CCCCC2)[C@@H](C)CN([C@@H](C)CO)S3(=O)=O)cc1	.	-13
C[C@@H]1CN([C@H](C)CO)S(=O)(=O)c2ccc(C#CC(C)(C)O)cc2O[C@H]1CN(C)Cc1ccc(F)cc1	0.3	0
CCC(=O)N[C@H]1C=C[C@H](CC(=O)NCc2cc(F)cc(F)c2)O[C@@H]1CO	0.2	1
COc1ccc(NC(=O)N(C)C[C@@H]2Oc3ccc(NC(=O)CCN4CCOCC4)cc3C(=O)N([C@@H](C)CO)C[C@H]2C)cc1	2.4	0
CC(C)NC(=O)Nc1ccc2c(c1)C(=O)N([C@@H](C)CO)C[C@H](C)[C@H](CN(C)CC1CCCCC1)OCCCC[C@H](C)O2	5.4	.
COc1ccc(NC(=O)N(C)C[C@@H]2Oc3ccc(NS(=O)(=O)c4ccc(OC)cc4)cc3C(=O)N([C@H](C)CO)C[C@@H]2C)cc1	0.5	.

Screening data: PubChem BioAssay, Broad Institute

Not all compounds are listed, so the mix of outcomes need not match the whole.
